Screens as filed in PubChem BioAssay.
GPT2 inhibitor: blocks human glutamate pyruvate transaminase 2; Recombinant GPT2, coupled pyruvate oxidase/HRP Amplex Red fluorescence; Potency, µM (titrated, usually from 57.7 µM), without a hit: at the top dose activity change, negative = inhibition, most hits filed as inhibitors; hit rate 0.25% among 100,000; AID 1671188; further: potency means the concentration at half of the fitted maximal effect; nearly all actives have a fitted effect of over 60% in size; many of its hits are not listed in these tables
Target sequence (Q8TD30 whole entry, looked up): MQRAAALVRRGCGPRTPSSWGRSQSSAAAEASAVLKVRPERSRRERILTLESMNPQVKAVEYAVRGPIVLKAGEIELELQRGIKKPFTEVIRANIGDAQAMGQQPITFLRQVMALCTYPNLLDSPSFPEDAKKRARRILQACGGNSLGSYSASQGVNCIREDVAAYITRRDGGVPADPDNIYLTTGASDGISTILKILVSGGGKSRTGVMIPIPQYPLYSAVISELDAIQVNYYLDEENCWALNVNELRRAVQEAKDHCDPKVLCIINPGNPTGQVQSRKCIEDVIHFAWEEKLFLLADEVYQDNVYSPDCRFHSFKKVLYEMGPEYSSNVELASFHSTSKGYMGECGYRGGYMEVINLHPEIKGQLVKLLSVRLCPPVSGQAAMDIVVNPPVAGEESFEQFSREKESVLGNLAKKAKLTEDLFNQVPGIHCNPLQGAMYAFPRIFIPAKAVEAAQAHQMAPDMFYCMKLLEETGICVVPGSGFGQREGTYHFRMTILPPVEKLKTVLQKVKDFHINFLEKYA
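Fluorescence of coupled pyruvate oxidase/HRP/Amplex Red system (50uM Amplex, 30 min, dark) reports pyruvate formed by GPT2. Enzyme reaction: 10ng/uL GPT2, 2mM L-alanine, 250uM a-KG, 30 min room temperature, pH 7.5; 50uM AOA control.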
Luciferase inh: blocks purified firefly luciferase enzyme activity; Potency, µM (top dose mostly 115 µM), without a hit: top-dose activity change, negative = inhibition, usual class: inhibitors; purified P. pyralis luciferase, luminescence, biochemical; hit rate 2.5% among 76,000; P08659; further: potency means the concentration at half of the fitted maximal effect; nearly all actives have a fitted effect of over 65% in size
Target sequence (P08659 whole entry, looked up): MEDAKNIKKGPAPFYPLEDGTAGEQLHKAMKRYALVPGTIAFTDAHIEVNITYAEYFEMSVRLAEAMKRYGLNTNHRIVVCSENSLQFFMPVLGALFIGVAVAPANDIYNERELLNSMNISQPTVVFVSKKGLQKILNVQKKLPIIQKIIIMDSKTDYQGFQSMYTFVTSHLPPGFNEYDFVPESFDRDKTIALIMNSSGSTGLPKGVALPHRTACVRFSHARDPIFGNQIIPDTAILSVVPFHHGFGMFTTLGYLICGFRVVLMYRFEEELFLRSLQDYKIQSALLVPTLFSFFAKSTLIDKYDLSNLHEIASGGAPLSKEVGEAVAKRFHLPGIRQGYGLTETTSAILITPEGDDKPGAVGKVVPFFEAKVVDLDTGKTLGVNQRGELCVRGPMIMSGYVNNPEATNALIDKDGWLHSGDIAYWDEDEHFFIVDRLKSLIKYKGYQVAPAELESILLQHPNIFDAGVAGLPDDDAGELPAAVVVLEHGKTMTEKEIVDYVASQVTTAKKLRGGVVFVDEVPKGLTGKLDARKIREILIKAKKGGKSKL
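Inhibitors were tested against purified firefly luciferase in a biochemical, low-substrate format (both substrates at 10uM) and luminescence measured with a CCD imager.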
3T3 cytotox: NIH 3T3 cell cytotoxicity; NIH 3T3 viability, CellTiter-Glo ATP luminescence, 48-72 h; Potency, µM (titrated, usually from 96.7 µM), without a hit: at the highest dose activity change, negative = cytotoxicity, usual class: inhibitors; hit rate 4.3% among 94,000; further: potency means the concentration at half of the fitted maximal effect; nearly all actives have a fitted effect of over 55% in size
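Mouse fibroblast NIH 3T3 cells, 400 per well, received compound via pintool and were incubated for 48 or 72 hr prior to CellTiter-Glo ATP luminescence measurement.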
SNCA viab count: reduces viability of HEK-293 SNCA reporter cells; HEK-293-SNCA-luc viability, GF-AFC fluorescence, 24 h; Potency, µM (doses to about 57.1 µM), inactives show at the top dose activity change, negative = cytotoxicity, most hits filed as cytotoxic; hit rate 0.12% among 150,000; AID 1671193;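 further: potency means the concentration at half of the fitted maximal effect; 0% = DMSO-treated cells and -100% = medium-only wells without cells; nearly all actives have a fitted effect of over 30% in size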
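HEK-293-SNCA-luc cells (1500/well) plated 24 h, then exposed 24 h to a dilution series; GF-AFC added 30 min at 37C, fluorescence 405/540 nm; normalised to medium-only and DMSO wells, Hill fit.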
SNCA expr inhib: inhibitors of alpha-synuclein (SNCA) gene expression; HEK-293 SNCA-luciferase knock-in, luminescence, 24 h; AID 1671194; hit rate 0.17% among 140,000; Potency, µM (top dose mostly 57.2 µM), for the others: at the top dose activity change, negative = inhibition, hits mostly inhibitors;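 further: potency means the concentration at half of the fitted maximal effect; plate controls were DMSO cells for no effect and cell-free wells for full effect; nearly all actives have a fitted effect of over 45% in size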
HEK cytotox: HEK 293 cell cytotoxicity | HEK 293 viability, ATP luminescence (CellTiter-Glo), 48-72 h | Potency, µM (series often up to 115 µM), inactives show at the highest dose activity change, negative = cytotoxicity, usual class: inhibitors | hit rate 6.6% among 94,000; further: potency means the concentration at half of the fitted maximal effect; nearly all actives have a fitted effect of over 60% in size
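CellTiter-Glo luminescence (cellular ATP) was read after 48 or 72 hr of compound exposure at 37 degree Celsius. Cells were HEK 293 plated at 250 cells/well.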
IP6K1 inh: inhibitors of human IP6K1; IP6K1 kinase, ADP-Glo luminescence, 2 h; active compounds read low; activity change, % (series mostly up to about 58 µM); hit rate 0.81% among 140,000; Q92551; AID 1645851; in the data active means activity change below about -25%
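ADP-Glo luminescence measures ADP made by human IP6K1 during a 2 h RT reaction with ATP/IP6 (mix at 1.3 mM/130 uM); top library doses 57.5 and 19.1 uM final.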
The depositor's hits bear a star; i = inactive; ? = inconclusive; . = not tested or not shown; [ ] = dose if it differs, or a comment. Unless noted, the call rests on the fitted dose curve; in most records, active means well fitted curve in the direction sought with a large enough effect; inconclusive means small, poorly fitted or top-dose-only effect, or another doubt; inactive means no such curve, though single readings can be large; an effect the other way counts as inactive or inconclusive. Unless noted, on the % scale 0 is the no-effect control and ±100 the full control effect.

Start of the data: the first 4 compounds, to show the layout:
structure | GPT2 inhibitor | Luciferase inh | 3T3 cytotox | SNCA viab count | SNCA expr inhib | HEK cytotox | IP6K1 inh
COC1CCC(C(=O)N2CCCn3nc(C)c(-c4ccccc4C(C)C)c32)CC1 (centres undefined) | -5%[88.5 µM] | -5%[172 µM] | ? | -14%[87.6 µM] | ? | ? | 19
CCOc1ccc(NC(=O)N(Cc2ccc(CC)cc2)Cc2cn[nH]c2-c2ccc(OC)cc2)cc1 | . | . | . | ? | ? | . | -18
O=C(COCc1cc(-c2ccc3c(c2)OCO3)on1)N1CCN(c2cccc(Cl)c2)CC1 | . | . | . | 2% | -15% | . | -12
COc1ccc(NCc2cc3cc4c(cc3n(CC(=O)Nc3ccc(C)c(C)c3)c2=O)OCO4)cc1 | . | . | . | 6% | ? | . | -2

Main list (from the top)
structure | GPT2 inhibitor | Luciferase inh | 3T3 cytotox | SNCA viab count | SNCA expr inhib | HEK cytotox | IP6K1 inh
COC1CCC(C(=O)N2CCCn3nc(C)c(-c4ccccc4C(C)C)c32)CC1 (centres undefined) | -5%[88.5 µM] | -5%[172 µM] | ? | -14%[87.6 µM] | ? | ? | 19
CCOc1ccc(NC(=O)N(Cc2ccc(CC)cc2)Cc2cn[nH]c2-c2ccc(OC)cc2)cc1 | . | . | . | ? | ? | . | -18
O=C(COCc1cc(-c2ccc3c(c2)OCO3)on1)N1CCN(c2cccc(Cl)c2)CC1 | . | . | . | 2% | -15% | . | -12
COc1ccc(NCc2cc3cc4c(cc3n(CC(=O)Nc3ccc(C)c(C)c3)c2=O)OCO4)cc1 | . | . | . | 6% | ? | . | -2
COCc1nc(NCc2sc(COC)nc2C)cc(C2CC(N)C2)n1 (centres undefined) | -11% | -2% | i | -9% | 0% | i | 0
COCC1(CNC(=O)c2nc3ccccc3[nH]2)C[C@@H](O)[C@@H](O)C1 (some centres undefined) | i | -10%[172 µM] | -5%[138 µM] | 2%[87.6 µM] | -29%[87.6 µM] | 1%[172 µM] | 13
COCCn1c(CO)nnc1C1CC(NC(=O)c2ccc(F)cc2F)C1 (centres undefined) | -21% | -6% | i | -3% | 1% | -1% | 5
CCCOCc1cc(CN2CCN(c3ccccc3OC)CC2)c(O)c2ncccc12 | . | . | . | ? | ? | . | -6
CCc1noc(-c2cn(C3CCCN(C(=O)c4ccc(F)cc4)C3)nn2)n1 (centres undefined) | i | 2% | -30% | 8% | -26% | -19% | -2
COc1cccc(C(=O)N2CCCC(c3[nH]ccc3C(N)=O)C2)c1OC (centres undefined) | -12% | 0% | -23% | -5%[12.5 µM] | -7% | i | 29
O=C1Nc2ccccc2Oc2cc(Oc3cccc(Cl)c3)ccc21 | . | . | . | 6% | 6% | . | 4
O=C(NCc1ccccc1)c1cnc2n1CCN(Cc1ccccc1F)CC2 | 3%[88.5 µM] | 12%[172 µM] | ? | -16%[87.6 µM] | ? | 28µM* | 7
CNC(=O)[C@@H]1C[C@H](Oc2ccccc2)CN1C(=O)c1cc2ccccc2[nH]1 | -9% | 1% | -30% | -17% | -12% | -20% | 6
O=C(NC1CCCCCCC1)C1CCN(C(=O)c2ncn3c2COC(c2ccc(Cl)cc2)C3)CC1 (centres undefined) | -2% | -25% | -1% | 10% | -27% | 13% | 0
O=C(Cc1ccc(F)cc1)N1CC(c2noc(C3CCCN3CC3CC3)n2)C1 (centres undefined) | i | -9% | -18% | 3%[12.5 µM] | 30%[activator] | -13% | 3
CCOc1ccc(-c2nnc(SCC(=O)NCc3ccccc3)nc2-c2ccc(OCC)c(OC)c2)cc1OC | . | . | . | 0% | -1% | . | -12
CCc1ccc(C(=O)c2cn(CC(=O)NCCc3ccccc3)c3nc(C)ccc3c2=O)cc1 | . | . | . | -4% | -3% | . | 4
CCOc1ccc(CCNC(=O)c2csc3c2CCCCC3)cc1 | . | . | . | -5% | -4% | . | 18
Cc1nc2sc(C)c(C)n2c(=O)c1S(=O)(=O)NCCc1ccc(Cl)cc1 | . | . | . | -2% | 6% | . | -5
CCSc1nc(CC(=O)NCc2ccc(S(N)(=O)=O)cc2)cs1 | -10% | -5% | -17% | -6% | 2% | -24% | -9
CCc1ccc(NC(=O)c2ccc3c(c2)c(C)c(C)n3Cc2ccccc2)cc1 | . | . | . | -13% | 32%[activator] | . | 4
CN(CC#N)C(=O)c1cc(-c2cccc(F)c2)nc2c1cnn2C | . | . | ? | . | . | -21% | 13
CN1CCc2[nH]cnc2C12CCN(C(=O)c1cc(=O)[nH]c3ccccc13)CC2 | -8% | -2% | -16% | -21% | 4% | -6% | 5
O=C(NCc1cccc(F)c1)C1CCCN(C(=O)N2CCOc3ccccc32)C1 (centres undefined) | . | . | . | 2% | -21% | . | 12
CCN1CCN(C(c2ccc(SC)cc2)c2c(O)cc(C)n(Cc3ccco3)c2=O)CC1 (centres undefined) | . | . | . | 0% | 29% | . | -1
O=C(Nc1ccccc1F)c1ccc2c(Cl)c3c(nc2c1)CCC3 | . | . | . | 0% | ? | . | -24
COc1ccc(-c2ccc(C(=O)N3CCC(NC(=O)N4CCOCC4)CC3)cc2)nn1 | . | . | 3% | . | . | 4% | -9
CCc1nn2c(=O)cc(COC(=O)c3cccc(NC(=O)c4ccccc4C)c3)nc2s1 | . | . | . | 2% | 50%[activator] | . | 9
Cc1ccc(-c2nc(CN3CCCC3=O)no2)cc1 | i | ? | -13% | 6% | 60%[activator] | 5% | -6
O=C(c1ccn[nH]1)N1CC(c2ncc3c(-c4cccc(C(F)(F)F)c4)nccn23)C1 | -17%[88.5 µM] | 0%[172 µM] | ? | -12%[87.6 µM] | -13%[87.6 µM] | ? | -1
Cn1nccc1C(=O)N1CCC(Nc2cccnc2)C1 (centres undefined) | 4% | -3% | 1% | 6% | -13% | 6% | 8
COC[C@@H]1CN(C(=O)c2cc(F)ccc2F)C[C@H]1c1ccncc1 | -1% | -1% | -22% | -17% | -22% | -18% | 4
CCN1C(=O)C2(CCN(S(=O)(=O)c3ccc(C(F)(F)F)cc3)CC2)c2ccccc21 | 2% | -6% | -11% | -5% | ? | 32µM* | 18
CCc1ccc(NC(=O)C2CCC(CNS(=O)(=O)c3ccc4c(c3)C(C)(C)C(=O)N4C)CC2)cc1 (centres undefined) | . | . | . | 9% | 1% | . | 10
Cc1ccccc1NS(=O)(=O)c1ccc(Br)s1 | . | . | . | -5% | 27% | . | -21
O=C(NCc1noc(-c2cccs2)n1)[C@H]1CNC[C@H](C(=O)N2CCCC2)C1 | i | -4% | -2% | 17% | -28% | 1% | -5
CCOC(=O)[C@H]1C[C@]2(CCCCN(CCOC)C2=O)N(C(=O)c2ccco2)[C@H]1c1ccco1 | . | . | ? | . | . | ? | -2
O=C(c1ccc(Cl)nc1)N1CCN(C(=O)c2nc3cccnc3n(Cc3ccccc3)c2=O)CC1 | i | . | -27% | 4%[12.5 µM] | -15% | -21% | 8
Cc1ccc(CNC(=O)C2(CCO)CCN(c3ncccn3)C2)o1 (centres undefined) | 0% | -3% | i | -6% | -22% | 3% | 0
Cc1cc(C(=O)N2CCCn3cc(-c4ccccc4F)nc32)nn1C | -12% | -7% | i | 0% | 22% | -1% | -5
O=C(COc1ccc(Br)cc1Cl)Nc1ncn[nH]1 | . | . | . | 1% | ? | . | 24
O=C(C1CCC1)N1CCCc2cc(S(=O)(=O)N3CCN(c4ccccc4)CC3)ccc21 | . | . | . | 9% | 13% | . | -5
Cc1ccccc1Cn1nc(C)c(NC(=O)c2cc(-c3ccc(F)cc3)on2)c1C | . | . | . | 26% | 24% | . | -7
O=C(NCc1ccccc1)C1CCN(C(=O)c2ncn3c2COC(c2ccc(F)cc2)C3)CC1 (centres undefined) | i | ? | i | 5% | 10% | 7% | 3
CCOc1cccc(-c2noc(-c3nnn4c3COC(c3ccc(C)cc3C)C4)n2)c1 (centres undefined) | 1% | -9% | -10% | -13% | -15% | -6% | -19
Cc1ccc(CN2CCN(c3ncnc4onc(C)c34)CC2CCO)cc1 (centres undefined) | -4% | 1% | ? | -2% | 3% | ? | 0
COc1ccc(C2Cn3nnc(-c4noc(-c5cccnc5)n4)c3CO2)cc1 (centres undefined) | -2% | -1% | -19% | 3% | 0% | -8% | 0
Cc1ccc(C2=Nc3ccccc3NC(c3ccncc3)=N2)cc1 | . | . | . | -19% | -15% | . | -30*
Cc1ccccc1NC(=O)N1CCOCC1CC(=O)NCc1cccnc1 (centres undefined) | i | -2% | 2% | -3% | -11% | i | -8
CC(=O)N1C[C@@H]2CCCN3CCC[C@@H]([C@H]23)[C@H]1CCCC(=O)NCCN(C)C1CCCCC1 | i | 9% | i | -14% | -15% | 12% | -4
CCc1cccc2c(C(CC(=O)NCc3ccco3)c3cccc([N+](=O)[O-])c3)c[nH]c12 (centres undefined) | i | 2% | 32µM* | -11% | -26% | 45µM* | 1
O=C1CCN(C[C@@H](O)COCc2ccccc2)c2ccsc2CN1Cc1ccccc1 | . | . | ? | . | . | ? | 6
COc1ccc(CCc2nc(C3CC(=O)N(Cc4ccccc4OC)C3)no2)cc1 (centres undefined) | i | -5% | ? | 3% | -4% | ? | 0
Nc1nc2c(c(C(=O)N[C@H](c3ccccn3)C3CC(O)C3)n1)CCCC2 (some centres undefined) | -16% | -7% | -6% | 10% | 6% | 4% | 35
CCNc1ncc(C(=O)NC(C)c2cnn(-c3ccccc3C)c2C)cn1 (centres undefined) | 4% | 9% | -20% | -2% | 4% | -18% | 2
N[C@@H]1CC[C@H](C(=O)NCc2csc(N3CCCC3)n2)C1 | -19% | 0% | ? | -7% | 4% | ? | 19

The listing continues.
structure | GPT2 inhibitor | Luciferase inh | 3T3 cytotox | SNCA viab count | SNCA expr inhib | HEK cytotox | IP6K1 inh
Cn1ncc2c(C(=O)NC3CC3)cc(-c3ccc([S+](C)(=O)[O-])cc3)nc21 | i | . | -16% | -14% | 7% | -2% | -2
O=C(Cc1cccc(Cl)c1)N1CCN(c2nccc(Nc3ccccc3F)n2)CC1 | -4% | . | ? | 7%[12.5 µM] | 116%[activator] | 28µM* | -5
COc1ccc(S(=O)(=O)N2CCN(c3ccccc3)CC2)cc1-c1noc(C)n1 | . | . | . | 8% | 16% | . | 0
COCCN1C(=O)CCc2cc(NC(=O)c3ccccc3C)ccc21 | -8% | -23% | -13% | -3% | -21% | -9% | 21
CCc1noc(-c2cn(C3CCN(C(=O)c4ccc(Cl)cc4)CC3)nn2)n1 | i | -9% | -37% | -5% | ? | -27% | 19
O=C(c1cc(F)ccc1F)N1CCCC(c2nn[nH]n2)C1 (centres undefined) | -4% | 0% | -3% | 1% | -8% | 3% | -11
COc1ccc(CC(=O)N2C[C@@H](CO)[C@H](c3ccccn3)C2)cc1 | i | 0% | 3% | 5% | 8% | -3% | 0

Only part of the results is shown. The share of hits here may be higher or lower than overall.
